# From PubChem
# XIAP antagonists: small molecules displacing peptide from XIAP – biochemical, IAP family, fluorescence polarization (AID 1018). XIAP BIR domain, fluorescence polarization peptide displacement; higher % means a stronger effect. displacement, % at 20 µM, or IC50 in µM where a hit was titrated. actives 0.007% (n = 200,000); in the data active means displacement above about 50%; further: a part of the inactive calls stands beside numbers as strong as those of hits
# PMI inhibitors: MPI enzyme activity inhibition – biochemical, fluorescence intensity, coupled assay, primary screen (AID 1209); inhibition, % at 20 µM; hits with a dose series show IC50 in µM; actives 0.42% (n = 190,000); purified PMI enzyme, coupled fluorescence intensity; higher % means a stronger effect;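 further: plate controls were DMSO vehicle for no effect and wells lacking substrate for full effect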
# WT yeast gro inh: growth inhibition of WT yeast, mitochondrial fusion screen; mitochondrial fusion phenotypic screen, WT strain; inhibition, % at 10 µM; actives 2.1% (n = 190,000); AID 1362; in the data active means inhibition above about 58%; tested in S. cerevisiae
# PhoP inhibition: PhoP-dependent GFP reporter repression – Salmonella Typhimurium, primary screen (AID 1863) | S. Typhimurium PhoP-regulated promoter GFP reporter, 4 h; higher % means a stronger effect | inhibition, % at 50 µM, or IC50 in µM where a hit was titrated | actives 0.16% (n = 300,000);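 active means inhibition over 29.93%, a cutoff 3 SD above the screen mean, later confirmed by dose response; inconclusive means inhibition over 29.93% but no dose response follow-up; inactive means inhibition at most 29.93% or unconfirmed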;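 further: 0% = low Mg2+ inducing control and 100% = high Mg2+ repressing control; strong numbers were not always called active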
# Siah-1 displacement: Siah-1 peptide-binding antagonists, primary screen, biochemical, fluorescence polarization, rhodamine-plectin, uHTS (AID 1817); actives 0.02% (n = 290,000); Siah-1 / rhodamine-plectin peptide fluorescence polarization; higher % means a stronger effect; displacement, % at 20 µM; hits with a dose series show IC50 in µM;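 active means displacement of at least 50% at 20 µM, with a fluorescence ratio check between 0.3 and a set limit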;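 further: plate controls were Siah plus tracer with DMSO for no effect and tracer alone without Siah for full effect; strong numbers were not always called active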
# human PMI inhibitors: MPI inhibition at elevated mannose 6-phosphate – biochemical, fluorescence intensity, high mannose 6-phosphate, primary screen (AID 1220); recombinant PMI enzyme, coupled fluorescence intensity; higher % means a stronger effect; one-dose inhibition, % at 20 µM; IC50 in µM for titrated hits; actives 0.66% (n = 190,000)
# TNAP activators: stimulation of alkaline phosphatase TNAP activity – biochemical, luminescent, no phosphate acceptor, uHTS, primary screen (AID 1001); purified TNAP, luminescent activation assay, no phosphate acceptor; higher activation fold means a stronger effect; one-dose activation fold at 20 µM; EC50 in µM for titrated hits; actives 0.03% (n = 200,000); in the data active means activation fold from about 3, or a potency from the dose series; inactive means the rest, 99 in 100 with activation fold below about 1.6; further: many of its hits are not listed in these tables
# Myeloid diff MLP: myeloid differentiation induction. ER-HoxA9 myeloid progenitors, lysozyme-GFP differentiation, flow cytometry. calls only at 10 µM. actives 1% (n = 360,000). AID 624256;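 active means normalized GFP-positive differentiation at or above the plate's own cutoff, the solvent-only control mean plus 3 SD; inconclusive means no clear call, values can overlap the other calls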;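 further: cells exposed to compound for four days before flow analysis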
# RSV antiviral HEp-2: inhibition of RSV-induced cytopathic effect – HEp-2 cells, primary 10 µM value included (AID 2391). actives 0.13% (n = 310,000). HEp-2 cells, RSV-induced CPE inhibition; higher % means a stronger effect. CPE inhibition, % at 10 µM; hits with a dose series show IC50 in µM; in the data active means a potency from the dose series; inconclusive means CPE inhibition mostly from about 23% at the one dose, without a potency; inactive means the rest, 99 in 100 with CPE inhibition below about 21%; further: strong numbers were not always called active
# WT yeast gro inh mutant strain: further read-out of WT yeast gro inh, marked with its call; inhibition, %; mitochondrial fusion phenotypic screen, mutant strain inhibition
# Myeloid diff MLP GFP+ MAC1+ %: recorded beside Myeloid diff MLP, whose call it bears; GFP+ MAC1+ double positive, %; measured here: differentiation confirmed by MAC1 staining
# * marks the source's active call; other numbers are inactive results; i = inactive; ? = inconclusive; nt = no result given. Unless noted, no stated cut-off is given here; in the data, active means inhibition above about 50%; inactive means the rest.
SMILES,XIAP antagonists,PMI inhibitors,WT yeast gro inh,WT yeast gro inh mutant strain,PhoP inhibition,Siah-1 displacement,human PMI inhibitors,TNAP activators,Myeloid diff MLP,Myeloid diff MLP GFP+ MAC1+ %,RSV antiviral HEp-2
CCN(CC)S(=O)(=O)c1cccc(NC(=O)COc2ccc(F)cc2Br)c1,0.5%,7%,32,24,-4%,3%,4%,1.1,i,0.4,11%
Cc1ccc(NC(=O)CC(=O)Nc2ccc(C)cc2)cc1,-5.3%,5%,4,-13,5%,1%,4%,1,i,0.3,-1.6%
COc1ccc(-c2n[nH]c(=S)n2N)c(OC)c1,-4.3%,21%,-23,4,5%,-2%,8%,1,i,0.1,-0.7%
O=c1c2cc3ccccc3n2cnn1Cc1ccccc1F,-0.3%,3%,10,-2,3%,-5%,1%,1.1,i,1.3,-1.4%
O=C(NCc1ccncc1)C1=NN(c2ccccc2)C(=O)CC1,-3.1%,-72%,-9,8,-1%,-3%,-91%,1,i,0.6,1.1%
CCOC(=O)/C=c1\s/c(=C\c2ccccc2C)c(=O)n1CC(=O)NCc1ccc2c(c1)OCO2,-2.0%,11%,1,-10,-2%,-1%,0%,1.1,i,0.4,0.6%
Cc1ccc(C)c2sc(NC(=O)c3nc4ccccc4s3)nc12,-5.1%,-11%,14,-1,2%,-3%,-10%,1,i,2.0,2.7%
CCN1CCN(C(=O)c2ccc(Cl)c(S(=O)(=O)N3CCCCCC3)c2)CC1,-4.1%,-8%,-2,11,-2%,1%,-6%,1,i,0.4,1.8%
Cc1ccc(C)c(SCc2noc(C(=O)NC(C)C)c2C(=O)O)c1,-1.8%,4%,5,-2,-8%,0%,9%,1.1,i,2.2,1.6%
CCC(=O)Nc1ccc(Cl)c(NC(=S)NC(=O)COc2ccc(Cl)cc2)c1,-5.3%,-2%,2,11,-11%,2%,37%,1.1,i,0.8,0.4%
Nn1c(SCC(=O)NC(=O)NCc2ccccc2)nnc1C1CC1,-5.8%,-3%,-1,16,9%,-4%,-2%,1.1,i,8.5,-0.8%
O=c1ccnc(Nc2ccc3c(c2)OCCO3)[nH]1,-5.2%,-4%,-6,-4,-5%,-11%,12%,1.1,i,0.4,-0.8%
O=C1CS/C(=N/N=C/c2ccco2)N1Cc1ccc(F)cc1,nt,nt,nt,nt,1%,2%,nt,nt,i,0.8,5.1%
CCS(=O)(=O)c1ccc(O)c(NC(=O)COc2ccccc2)c1,-1.6%,-3%,6,10,-4%,-5%,-1%,1.1,i,3.4,1.1%
COc1cc(OC)cc(C(=O)NNC(=O)c2cc3ccccc3cc2O)c1,nt,nt,nt,nt,17%,11%,nt,nt,i,0.4,3.5%
O=C(N/C(=C\c1ccc(Br)cc1)C(=O)N1CCOCC1)c1ccc(Br)o1,nt,nt,nt,nt,5%,2%,nt,nt,i,0.6,0.6%
CSc1nc2sc3c(c2c(=O)[nH]1)CCC3,-2.5%,-1%,-9,-15,3%,4%,1%,1,i,0.2,6.6%
O=C(O)/C=C/C(=O)Nc1ccc(S(=O)(=O)N2CCCC2)cc1,-5.6%,-26%,-10,1,-4%,-7%,-28%,1.1,i,0.5,-0.1%
COc1ccc(N2CCN(C(=O)C3COc4ccccc4O3)CC2)cc1 (stereo unspecified),-23%,10%,14,14,3%,1%,0%,1.1,i,0.7,1.1%
Cc1cc(C)c(NC(=O)C2CCCN2CCOC(=O)c2ccccc2)c(C)c1 (stereo unspecified),-0.6%,4%,18,3,-10%,-5%,41%,1,i,0.2,1.3%

# Brought forward from above: 4 compounds, followed by the next part.
SMILES,XIAP antagonists,PMI inhibitors,WT yeast gro inh,WT yeast gro inh mutant strain,PhoP inhibition,Siah-1 displacement,human PMI inhibitors,TNAP activators,Myeloid diff MLP,Myeloid diff MLP GFP+ MAC1+ %,RSV antiviral HEp-2
CSc1nc2sc3c(c2c(=O)[nH]1)CCC3,-2.5%,-1%,-9,-15,3%,4%,1%,1,i,0.2,6.6%
O=C(O)/C=C/C(=O)Nc1ccc(S(=O)(=O)N2CCCC2)cc1,-5.6%,-26%,-10,1,-4%,-7%,-28%,1.1,i,0.5,-0.1%
COc1ccc(N2CCN(C(=O)C3COc4ccccc4O3)CC2)cc1 (stereo unspecified),-23%,10%,14,14,3%,1%,0%,1.1,i,0.7,1.1%
Cc1cc(C)c(NC(=O)C2CCCN2CCOC(=O)c2ccccc2)c(C)c1 (stereo unspecified),-0.6%,4%,18,3,-10%,-5%,41%,1,i,0.2,1.3%
COc1ccc(-c2oc3ncn4nc(COc5ccccc5)nc4c3c2-c2ccc(OC)cc2)cc1,1.3%,10%,-3,30,2%,2%,7%,1.1,i,0.7,-0.2%
COCCCNC(=O)/C(C#N)=C/c1cc(C)[nH]c1C,0.2%,1%,-7,0,-7%,-2%,-1%,1,i,0.8,1.3%
COc1cc(C(=O)OCC(=O)NCc2ccc(F)cc2)cc(NC(=O)c2cccs2)c1OC,-10%,9%,5,5,1%,-1%,9%,1,i,0.2,-0.8%
Cc1cc(C(=O)N2CCCC(N3CCN(c4ccccc4C)CC3)C2)n(C)n1 (stereo unspecified),nt,nt,nt,nt,-2%,2%,nt,nt,i,0.7,-1.1%
O=C(NCCCn1ccnc1)c1nc(Cn2cc([N+](=O)[O-])cn2)no1,nt,nt,nt,nt,-3%,-2%,nt,nt,i,0.4,0.4%
Nn1c(SCc2ccc(F)cc2)nnc1-c1ccccn1,nt,nt,nt,nt,1%,0%,nt,nt,i,0.3,2.4%
CCCCN(CC)C(=O)Cn1ncc2c3ccccc3n(CCC)c2c1=O,nt,nt,nt,nt,12%,1%,nt,nt,i,0.9,2.4%
CC(=O)Nc1ccccc1OCC(=O)NC(C)c1ccc(F)cc1 (stereo unspecified),-2.1%,6%,0,-5,-5%,-1%,-5%,1,i,0.4,0.5%
COCCCN1C(=O)c2ccc(C(=O)NCc3ccccn3)cc2C1=O,nt,nt,nt,nt,4%,4%,nt,nt,i,1.1,0.8%
COc1cc(S(=O)(=O)NC2CCCC2)c(OC)cc1C,nt,nt,nt,nt,-6%,-6%,nt,nt,i,0.7,1.7%
Cc1[nH]nc(SCC(=O)Nc2cccc(O)c2)c1[N+](=O)[O-],-2.3%,-29%,-9,17,-2%,-8%,-17%,1,i,0.2,-1.4%
COc1ccc(CC(=O)N2CCN(c3ccccn3)CC2)cc1OC,-5.2%,19%,-14,5,-2%,-3%,9%,1.1,i,0.2,1.2%
Cc1nnc(SCC(=O)N2N=C(c3ccc(Cl)cc3)CC2c2ccco2)[nH]c1=O (stereo unspecified),-4.1%,-24%,0,1,-8%,4%,-4%,0.7,i,1.4,2.6%
CCOCCn1c(SCc2ccccc2)nc2c1c(=O)[nH]c(=O)n2C,nt,nt,26,11,0%,6%,nt,nt,i,4.7,0.6%
COC(=O)Cn1cc(/C=C/[N+](=O)[O-])c2ccccc21,-1.2%,-6%,17,7,-9%,2%,6%,0.9,i,0.5,2.5%
O=C(NC(=S)Nc1nc(-c2ccc(Br)cc2)cs1)c1cccnc1,-2.9%,-48%,12,22,6%,-1%,-146%,1,i,1.1,5.3%
CCOc1cc(C(=O)Nc2cccc(C(C)=O)c2)ccc1OCC(=O)N1CCCCC1,-7.3%,9%,7,1,-1%,1%,8%,1,i,0.4,0.4%
COC(CNC(=O)c1ccc(CS(=O)(=O)c2ccc(Br)cc2)o1)OC,nt,nt,nt,nt,5%,-7%,nt,nt,i,0.4,0.0%
Cc1cc(C)c(S(=O)(=O)N(C)Cc2cnn(C)c2)c(C)c1,-1.7%,3%,2,1,-3%,-3%,2%,1.2,i,2.0,0.4%
CC(=O)N1CCOc2ccc(S(=O)(=O)NCc3ccc(Cl)cc3)cc21,nt,nt,nt,nt,-12%,9%,nt,nt,?,nt,2.3%
Fc1ccc(-c2nnc(-c3ccc(Cl)cc3Cl)o2)cc1,-2.1%,-7%,5,-4,-5%,30%,-14%,1.1,i,2.0,27%
Cc1nnc(-c2ccc(N3CCCCCC3)c([N+](=O)[O-])c2)o1,nt,nt,nt,nt,-11%,0%,nt,nt,i,0.6,2.7%
CCC(C)c1ccc(S(=O)(=O)N2CCN(c3ccccn3)CC2)cc1 (stereo unspecified),nt,nt,nt,nt,-8%,0%,nt,nt,i,0.2,2.8%
CC(=O)NCC(=O)OC(C(=O)c1ccccc1)c1ccc(Cl)cc1 (stereo unspecified),-0.5%,6%,10,-30,6%,-2%,10%,1.1,i,1.2,2.0%
CS(=O)(=O)c1ccc(Cl)c(NC(=O)CCCSc2ccccc2)c1,nt,nt,nt,nt,8%,3%,nt,nt,i,0.6,1.0%
N#CCCN(C(=O)c1ccco1)c1ccccc1,-4.9%,-10%,-8,4,-3%,3%,-2%,1.1,i,1.7,0.6%
CC(C)c1ccc(C2CC(=O)c3cnc(NC(=O)c4ccco4)nc3C2)cc1 (stereo unspecified),nt,nt,nt,nt,5%,0%,nt,nt,i,0.9,11%
C/C(=N\OCC(=O)N/N=C/c1ccc(C)cc1O)c1cccs1,-7.7%,3%,4,3,-3%,1%,-9%,0.9,i,0.7,4.0%

# By substructure, the entries above containing a furan ring, fused or not
SMILES,XIAP antagonists,PMI inhibitors,WT yeast gro inh,WT yeast gro inh mutant strain,PhoP inhibition,Siah-1 displacement,human PMI inhibitors,TNAP activators,Myeloid diff MLP,Myeloid diff MLP GFP+ MAC1+ %,RSV antiviral HEp-2
O=C1CS/C(=N/N=C/c2ccco2)N1Cc1ccc(F)cc1,nt,nt,nt,nt,1%,2%,nt,nt,i,0.8,5.1%
O=C(N/C(=C\c1ccc(Br)cc1)C(=O)N1CCOCC1)c1ccc(Br)o1,nt,nt,nt,nt,5%,2%,nt,nt,i,0.6,0.6%
COc1ccc(-c2oc3ncn4nc(COc5ccccc5)nc4c3c2-c2ccc(OC)cc2)cc1,1.3%,10%,-3,30,2%,2%,7%,1.1,i,0.7,-0.2%
Cc1nnc(SCC(=O)N2N=C(c3ccc(Cl)cc3)CC2c2ccco2)[nH]c1=O (stereo unspecified),-4.1%,-24%,0,1,-8%,4%,-4%,0.7,i,1.4,2.6%
COC(CNC(=O)c1ccc(CS(=O)(=O)c2ccc(Br)cc2)o1)OC,nt,nt,nt,nt,5%,-7%,nt,nt,i,0.4,0.0%
N#CCCN(C(=O)c1ccco1)c1ccccc1,-4.9%,-10%,-8,4,-3%,3%,-2%,1.1,i,1.7,0.6%
CC(C)c1ccc(C2CC(=O)c3cnc(NC(=O)c4ccco4)nc3C2)cc1 (stereo unspecified),nt,nt,nt,nt,5%,0%,nt,nt,i,0.9,11%
